14-3-3 PPI: modulators of 14-3-3 gamma protein binding, primary screen, biochemical, fluorescence polarization. FP, 14-3-3gamma / TMR-pS259-Raf peptide binding. inhibition, % at 40 µM. 0.19% of 160,000 active. AID 422, 2006; in the data active = inhibition above about 30%;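 note: 0% = protein plus tracer without compound and 100% = blank with tracer alone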
Target sequence (P61981 whole entry, looked up): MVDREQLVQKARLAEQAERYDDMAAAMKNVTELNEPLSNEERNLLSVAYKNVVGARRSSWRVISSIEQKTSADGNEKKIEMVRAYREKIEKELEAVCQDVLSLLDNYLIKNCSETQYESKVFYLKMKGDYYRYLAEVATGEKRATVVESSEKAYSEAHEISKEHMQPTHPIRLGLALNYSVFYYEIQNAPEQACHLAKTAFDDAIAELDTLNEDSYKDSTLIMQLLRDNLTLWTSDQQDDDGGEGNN
Numbers without * were called inactive; & = joins results of further samples. The list is partial; rates above refer to the full screens.

SMILES | 14-3-3 PPI
CN(C)c1ccc(NC(=O)C2CC=CCC2C(=O)O)cc1 (configuration not stated) | 14
O=C(C1CC1)N1CCc2cc(S(=O)(=O)NC3CCCc4ccccc43)ccc21 (configuration not stated) | -11
COc1ccc(NC2C=CS(=O)(=O)C2)c(OC)c1 (configuration not stated) | -7
Cc1ccc2nc(-c3ccc(N=Cc4ccc(Cl)c([N+](=O)[O-])c4)cc3)oc2c1 | -8
O=S(=O)(NCc1cccs1)c1cccc2cccnc12 | -1&2
CCOC(=O)CCc1c(C)c2ccc(OCc3ccc(OC)cc3)cc2oc1=O | 4
CCN(CC)C(=O)c1c[nH]c2ccc(S(=O)(=O)Nc3cc(C)cc(C)c3)cc2c1=O | -10
CC1CCN(C(=O)c2cc3nc(-c4ccccc4)cc(C(F)(F)F)n3n2)C2CCCCC12 (configuration not stated) | 3
COc1ccc(N2C(=O)CSC2c2cccc(C(F)(F)F)c2)cc1Cl (configuration not stated) | -3
COc1cccc(NC(=O)c2cn(C)c(=O)c3cc(OC)c(OC)cc23)c1 | -8
COc1ccc2c3c(cccc13)OCC2=O | -4
Cc1cc(C)n(-c2nc3c(c(=O)[nH]c(=O)n3C)n2C(C)C)n1 | 2
COc1cc(OC)c(NC(=O)c2nn(-c3ccc(C)cc3)c(=O)c3c2c2ccccc2n3C)cc1Cl | 6
C=CCC(C)(CC=C)NS(=O)(=O)c1ccc(C)cc1 | 17
N/C(=N\S(=O)(=O)c1cccs1)c1ccccc1 | -1
C#CCSc1ncnc2nc[nH]c12 | -28
N#Cc1c(SCC(=O)N2CCOCC2)nsc1SCC(=O)N1CCOCC1 | -4&-10
O=C(Nc1cccc(C(F)(F)F)c1)C1CCN(S(=O)(=O)c2cccnc2)CC1 | -2
CC(Sc1nnnn1C)C(=O)Nc1ccccc1-c1ccccc1 (configuration not stated) | -4
Clc1ccc2nc(-c3ccsc3)c(NC3CCCCC3)n2c1 | 1
O=C(Nc1cccnc1Cl)c1cnn2c(C(F)(F)F)cc(-c3cccs3)nc12 | 5
COc1ccc2c(c1)c1nc(SCC(C)C)n(CCO)c(=O)c1n2C | -6
CCOC(=O)c1[nH]c2c([N+](=O)[O-])cc(OCC)cc2c1C | 1
c1ccc(CCn2nnnc2C(c2cccs2)N2CCOCC2)cc1 (configuration not stated) | 8
CC(C)COP(=O)(c1ccc(N(C)C)cc1)C(O)c1ccccc1F (configuration not stated) | -5
Additional results:
SMILES | 14-3-3 PPI
Cc1cc(C)c(S(=O)(=O)N2CCCN(S(=O)(=O)c3cc(C)c(C)cc3C)CC2)cc1C | 6
Cc1nc2sc(C(c3ccccc3)N3CCN(C)CC3)c(O)n2n1 (configuration not stated) | -1
CCOc1cccc2cc(C(N)=O)c(=Nc3ccc(Cl)cc3)oc12 | 0
Cc1ccc(O)c(NC(=O)c2noc3c2CCCC3)c1 | -13
CCOC(=O)CC(=O)Nc1ccc(C(=O)OCC)cc1 | -17&3
CCOC(=O)c1c(NC(=O)c2ccccc2OC)sc(C(=O)N2CCCCC2)c1C | -10
CC1CCN(C(=O)c2ccc(NC(=O)C3CCCO3)cc2)CC1 (configuration not stated) | 1
O=C(Nc1ccc(F)cc1)c1ccc(S(=O)(=O)N2CCc3ccccc32)cc1 | -1
CCCCc1nc(NCCN2CCOCC2)c(C#N)c2c1COC(C)(C)C2 | 3
CC1(C)CC(=O)C2=C(C1)Nc1cc(C(=O)c3ccccc3)ccc1NC2c1ccccc1Cl (configuration not stated) | 8
CCN1C(=O)CSc2ccc(C(=O)NCc3ccccc3OC)cc21 | -4
Cc1nc2ccc(NC(=O)N3CCSCC3)cc2s1 | 1
CCN1CCN(/C=N/c2nc3c(s2)CCCC3)CC1 | 0
CCCC(=O)N1c2ccc(C)cc2C(=C2SC(C(=O)OC)=C(C(=O)OC)S2)C(=S)C1(C)C | -4
COc1ccc(CCN(C)C(=O)CN2C(=O)c3ccccc3S2(=O)=O)cc1OC | -3
CCOC(=O)N1CCC(NC(=O)CS(=O)(=O)Cc2nc(-c3cccc(OC)c3)oc2C)CC1 | -4
CCCCCOc1ccc(C2C3=C(CC(C)(C)CC3=O)OC3=C2C(=O)CC(C)(C)C3)cc1OC | -7
CCn1nc(C)c(NC(=O)c2cc(Br)ccc2Cl)c1C | -2
c1ccc2c(c1)ncn2CCC1CCCCC1 | 1
O=C(NCc1ccccc1)c1ccc(Cn2c(=O)[nH]c3ccsc3c2=O)cc1 | -3
CC(=O)N1CCc2cc(Br)cc(S(=O)(=O)CCC(=O)N3CCCc4ccccc43)c21 | -5
O=C(Oc1ccc(C(=S)N2CCCCC2)cc1)c1ccc([N+](=O)[O-])cc1 | -7
Cc1ccc(-c2cc(C(F)(F)F)n3ncc(C(=O)NCc4ccccc4Cl)c3n2)cc1 | -3
OCCNc1ncnc2c1cnn2-c1ccccc1 | -2
CN1CCN(/C=N/c2c(C#N)cnn2-c2ccccc2)CC1 | -8

Arranged by value in 14-3-3 PPI (ascending): seven of the compounds above
Compound	14-3-3 PPI
CN1CCN(/C=N/c2c(C#N)cnn2-c2ccccc2)CC1	-8
COc1ccc(CCN(C)C(=O)CN2C(=O)c3ccccc3S2(=O)=O)cc1OC	-3
CCn1nc(C)c(NC(=O)c2cc(Br)ccc2Cl)c1C	-2
CCOc1cccc2cc(C(N)=O)c(=Nc3ccc(Cl)cc3)oc12	0
c1ccc2c(c1)ncn2CCC1CCCCC1	1
Cc1cc(C)c(S(=O)(=O)N2CCCN(S(=O)(=O)c3cc(C)c(C)cc3C)CC2)cc1C	6
CC1(C)CC(=O)C2=C(C1)Nc1cc(C(=O)c3ccccc3)ccc1NC2c1ccccc1Cl (configuration not stated)	8

New compounds follow:
SMILES | 14-3-3 PPI
Cc1cc(C)cc(-n2cc3c(=O)n(C)c(=O)n(C)c3c2)c1 | 4
Cn1c(=O)n(-c2ccc(S(N)(=O)=O)cc2)c(=O)n1C | -5
CCC1Oc2ccc(C)cc2N(CC(=O)NCCCN2CCCCC2)C1=O (configuration not stated) | -5
CC12CCC(=O)N1C(C(=O)OCC(=O)Nc1sccc1C#N)CS2 (configuration not stated) | -39
CCOC(=O)CSc1nc(N)c(C#N)c(-c2ccc(OCC)cc2)c1C#N | -6
Cc1nn(Cc2ccccc2)c(C)c1NC(=O)CSc1nnc(-c2cc(Cl)ccc2O)n1C | -7
Cc1nc2ccccc2c(=O)n1/N=C/c1ccc(N(C)C)cc1 | -7
Cc1cccc(NS(=O)(=O)c2cccc3nsnc23)c1 | -6
CC(=O)Oc1ccc(N2C(=O)c3ccc(Oc4ccc([N+](=O)[O-])cc4)cc3C2=O)cc1 | 1
CSc1cccc(NC(=O)c2c(Cl)cnn2C)c1 | -10
CCOc1ccccc1N(CC(=O)N1CCC(C)CC1)S(=O)(=O)c1ccccc1 | 0
Cn1c(=O)c2c(nc(CN3CCN(CCO)CC3)n2Cc2ccccc2Cl)n(C)c1=O | 0
O=C(O)c1ccc(-c2ccc(O)c(F)c2)cc1 | -2
Cc1ccc(CNC(=O)CCS(=O)(=O)c2cccc3nonc23)cc1 | -4
c1ccc2nc3c(nc2c1)[nH]c1ccccc13 | -3
O=C(CC(C(=O)N1CCc2ccccc21)n1ccnc1)N1CCc2ccccc2C1 (configuration not stated) | -4&-2
O=C(CCn1c(=S)[nH]c2cc3c(cc2c1=O)OCO3)N1CCN(c2cccc(Cl)c2)CC1 | -8
CC(=O)c1c(C)[nH]c(C(=O)NCCN2CCC(C)CC2)c1C | -9&-13
CCc1ccc(OCc2ccc(C(=O)NCc3ccccn3)o2)cc1 | -3
COc1ccccc1NC1=CC(=NS(=O)(=O)c2ccc(Br)cc2)c2ccccc2C1=O | -28
COc1ccc2cc3cc(C(=O)NCCN(C)Cc4ccccc4)sc3nc2c1 | 1
C=CCn1c(SCC)nc2sc3c(c2c1=O)CCc1ccccc1-3 | -6
COc1cccc(C2C(C(=O)Nc3nc4ccc(Br)cc4s3)=C(C)NC3=C2C(=O)CC(C)(C)C3)c1 (configuration not stated) | 6
CC(=O)C1=C(O)C(=O)N(CCN2CCOCC2)C1c1cccc(F)c1 (configuration not stated) | -3
CN(C)c1ccc(N2C(=O)c3cccc4c(Br)ccc(c34)C2=O)cc1 | -7
Additional entries.
SMILES | 14-3-3 PPI
CC1CCc2c(nc3ncnn3c2N2CCN(c3ccccc3F)CC2)C1 (configuration not stated) | -1
CCN(CC)CCN1C(=O)C(=O)/C(=C(/O)c2ccc(C)cc2)C1c1cccnc1 (configuration not stated) | 12
COc1cc(C(Nc2ccccn2)c2ccc3ccc(C)nc3c2O)cc(OC)c1O (configuration not stated) | -5&4
COc1ccccc1NC(=O)C1CC(=O)OC12CCOC(C)(C)C2 (configuration not stated) | -9
Fc1ccc(Cn2nnnc2CN2CCN(C3CCCCC3)CC2)cc1 | -8
COc1ccc(C2/C(=C(\O)c3ccc(Br)cc3)C(=O)C(=O)N2CCO)cc1OC (configuration not stated) | -3
COC(=O)C1=CN(Cc2ccc(F)cc2)C=C(C(=O)OC)C1c1ccc(OC)c(Br)c1 | 1
O=[N+]([O-])c1ccc(Br)c(Nc2cc(Cl)c3nonc3c2[N+](=O)[O-])c1 | -29
Nc1nc(-c2cccc(NS(=O)(=O)c3ccccc3)c2)cs1 | -6
CCc1nnc(NCC(=O)N2CCc3ccccc32)s1 | -7
Cc1cc(NS(=O)(=O)c2ccc(NC(=O)COc3ccccc3[N+](=O)[O-])cc2)nc(C)n1 | -14
CC1CCCCC1NC(=O)Cn1ncc2ccccc21 (configuration not stated) | 3
O=C(Cc1ccccc1)N1CCN(C(=O)c2ccccc2F)CC1 | 11
COc1ccc(NC(=O)C2CC(=O)N(Cc3ccc(Cl)cc3)C(=Nc3ccc(F)cc3)S2)cc1 (configuration not stated) | -15
Cc1ccc(S(=O)(=O)Nc2nc3nc(-c4ccccc4)cc(-c4ccccc4)n3n2)cc1 | -13
CC(=O)Nc1ccc(NC(C)=O)s1 | 0
Cc1ccc(NC(=O)CCCn2c(=S)[nH]c3ccsc3c2=O)cc1C | -8
CC(=O)Nc1ccc(N2C(=O)c3ccc(Br)cc3C2=O)cc1 | -15
CC1CCCCN1S(=O)(=O)c1ccc(F)c(C(=O)Nc2ccc(Br)cc2)c1 (configuration not stated) | 4
O=C(CSc1nc2ccc(Br)cc2c2nc3ccccc3n12)NCC1CCCO1 (configuration not stated) | -4
COc1ccc(OC)c(S(=O)(=O)NC2CCCC(C)C2C)c1 (configuration not stated) | 3
COc1cccc2cc(C(=O)Oc3ccc(Oc4ncc(Cl)cc4Cl)cc3)c(=O)oc12 | -4
O=C(CSc1ncn(-c2ccccc2)n1)N1CCc2ccccc21 | -10
O=C(CN(c1ccc(Cl)c(C(F)(F)F)c1)S(=O)(=O)c1ccccc1)Nc1cccnc1 | -6
O=C(Oc1cccc2cccnc12)c1cccs1 | -10&-6

6 entries from above, in CSV form.
SMILES,14-3-3 PPI
O=C(CN(c1ccc(Cl)c(C(F)(F)F)c1)S(=O)(=O)c1ccccc1)Nc1cccnc1,-6
O=[N+]([O-])c1ccc(Br)c(Nc2cc(Cl)c3nonc3c2[N+](=O)[O-])c1,-29
Cc1ccc(NC(=O)CCCn2c(=S)[nH]c3ccsc3c2=O)cc1C,-8
COc1cc(C(Nc2ccccn2)c2ccc3ccc(C)nc3c2O)cc(OC)c1O (configuration not stated),-5&4
CCN(CC)CCN1C(=O)C(=O)/C(=C(/O)c2ccc(C)cc2)C1c1cccnc1 (configuration not stated),12
O=C(CSc1ncn(-c2ccccc2)n1)N1CCc2ccccc21,-10

Next records
SMILES | 14-3-3 PPI
Cc1ccccc1NC(=O)Cn1c(=O)n(CCC(=O)N2CCc3ccccc3C2)c(=O)c2ccccc21 | 6
COc1cccc(-c2nnn(CCC(=O)O)n2)c1 | -7
CCOC(=O)c1c(NC(=O)CCCN2C(=O)c3ccccc3C2=O)sc2c1CCC2 | -12
O=C(CSc1nnc(COc2ccc(Cl)cc2)o1)N1CCN(c2ccccc2)CC1 | 3
O=C(c1cccc([N+](=O)[O-])c1)c1ccc2c(c1)C(=O)N(c1cccnc1)C2=O | -3
COc1ccc2nc(Cl)c(C3CC(c4ccc(C)cc4)=NN3C(C)=O)cc2c1 (configuration not stated) | 6
CCOC(=O)C1=C(C)NC(=O)N(C(C)=O)C1c1ccc(OC)cc1 (configuration not stated) | -1
O=C(Cn1cnc2sc3c(c2c1=O)CCCC3)NCCC(=O)N1CCCC1 | -3
Cc1ccc2c(c1)c1c3n2CCCNC3CCC1 (configuration not stated) | 8
COc1cc2cc(CN(CCN3CCCC3)C(=O)Nc3ccccc3Cl)c(=O)[nH]c2cc1OC | -10
COc1ccccc1NC(=O)CSc1nc2ccccc2c(=O)n1CCNC(C)=O | 0
C=CCSc1nnc2c(n1)OC(c1ccc(C)cc1)Nc1ccccc1-2 (configuration not stated) | 33*
N=C(N)SCC1CN=C(N2CCCC2)S1 (configuration not stated) | -10
CCCCCC(=O)Nc1ccc(S(=O)(=O)Nc2ccc(Cl)nn2)cc1 | -5
COc1cccc(N2CCN(Cc3coc4c(Cl)cc(Cl)cc4c3=O)CC2)c1 | -13
CCCCN(C)C(=O)CCCCn1c(=O)[nH]c2cc(OCC)c(OCC)cc2c1=O | -5
COc1cc(C(=O)Nc2ccc3c(c2)OCO3)ccc1-n1cnnn1 | -8
COC(=O)c1sc(N2C(=O)C(O)=C(C(=O)c3cccs3)C2c2ccc(C(C)(C)C)cc2)nc1C (configuration not stated) | -11
Cc1cc(Br)ccc1OCc1nc(-c2cccnc2)no1 | -4
Cc1cccc(C)c1OCC(=O)Nc1ccc(Cl)c(-c2nc3ccccc3c(=O)o2)c1 | -10
Cc1noc(C)c1CSc1nnc(-c2ccccc2)n1Cc1ccco1 | -7

With a hit mark in 14-3-3 PPI (from the list above):
SMILES | 14-3-3 PPI
C=CCSc1nnc2c(n1)OC(c1ccc(C)cc1)Nc1ccccc1-2 (configuration not stated) | 33*

Screening results deposited in PubChem BioAssay by Emory University Molecular Libraries Screening Center.
